NPR1 activator = GC-A (human) enzyme activation; P16066; hit rate 0.14% among 370,000; HEK293 GC-A cells, cGMP TR-FRET, EC30 ANP; 0% at EC30 ANP, 100% saturating ANP; activation, % at 10 µM; in the data active = activation above about 40%
Target sequence (P16066 whole entry, looked up): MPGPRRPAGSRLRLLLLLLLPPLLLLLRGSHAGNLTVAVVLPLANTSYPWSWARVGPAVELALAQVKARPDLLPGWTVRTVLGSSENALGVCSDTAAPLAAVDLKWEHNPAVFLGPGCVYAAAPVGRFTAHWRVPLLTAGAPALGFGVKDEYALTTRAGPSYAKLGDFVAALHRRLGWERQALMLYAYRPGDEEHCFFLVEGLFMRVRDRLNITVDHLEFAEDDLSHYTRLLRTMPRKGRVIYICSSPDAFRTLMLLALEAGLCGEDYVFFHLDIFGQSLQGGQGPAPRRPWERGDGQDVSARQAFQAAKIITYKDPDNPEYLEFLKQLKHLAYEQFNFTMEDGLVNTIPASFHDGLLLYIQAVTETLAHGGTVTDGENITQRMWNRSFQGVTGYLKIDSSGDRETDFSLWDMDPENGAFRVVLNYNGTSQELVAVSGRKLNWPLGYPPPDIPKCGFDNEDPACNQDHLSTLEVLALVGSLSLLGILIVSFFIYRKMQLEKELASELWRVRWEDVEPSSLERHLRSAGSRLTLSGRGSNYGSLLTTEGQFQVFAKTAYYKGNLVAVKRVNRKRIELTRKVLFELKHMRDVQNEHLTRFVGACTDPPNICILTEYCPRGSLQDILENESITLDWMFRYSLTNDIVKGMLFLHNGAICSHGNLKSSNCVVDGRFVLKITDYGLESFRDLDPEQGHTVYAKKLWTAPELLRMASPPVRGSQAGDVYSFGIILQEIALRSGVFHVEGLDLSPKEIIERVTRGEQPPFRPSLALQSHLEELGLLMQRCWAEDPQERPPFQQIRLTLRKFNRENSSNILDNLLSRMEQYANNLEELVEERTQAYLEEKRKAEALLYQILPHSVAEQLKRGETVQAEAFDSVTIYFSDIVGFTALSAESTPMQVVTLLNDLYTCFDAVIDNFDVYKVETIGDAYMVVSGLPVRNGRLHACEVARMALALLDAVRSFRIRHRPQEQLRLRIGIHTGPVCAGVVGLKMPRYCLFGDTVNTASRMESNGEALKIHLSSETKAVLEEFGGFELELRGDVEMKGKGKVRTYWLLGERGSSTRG
SMARCA2 act = SMARCA2 function activation, primary screen; hit rate 1% among 370,000; activation, % at 9.1 µM; MG213 cells, MMTV-luciferase reporter, dexamethasone, overnight; in the data active = activation above about 7.8%;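 also: 0% = vehicle wells and 100% = reference activator wells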
PG9 Ab binder = small molecules binding HIV-1 gp120 antibody PG9; TR-FRET gp120-PG9 antibody binding; hit rate 0.43% among 360,000; AID 624416; inhibition, % at 6.7 µM; in the data active = inhibition above about 8.5%
NR1D1 modulator = modulates human Rev-erb alpha binding to DNA | P20393 | Rev-erbα–FITC-DNA binding, fluorescence polarization, 90 min | activity, % at 10 µM | hit rate 0.79% among 370,000;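 active = activity above about 14%, limit read from the data; passing the limit was not always enough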;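 also: 0% = DMSO wells with 35 nM protein and 100% = DMSO wells with 750 nM protein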
HTRA1 inhibitor = HTRA1 (human) protease inhibition; AID 504803; hit rate 0.5% among 340,000; inhibition, % at 5.96 µM; Q92743; recombinant HTRA1, FP-rhodamine activity-based probe, fluorescence polarization; in the data active = inhibition above about 36%;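 also: 0% = enzyme with DMSO and 100% = wells lacking enzyme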
rCAG binder = binds r(CAG) RNA repeats | hit rate 1.3% among 370,000 | r(CAG) RNA repeat, TO-PRO-1 dye displacement fluorescence | inhibition, % at 3 µM;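 active = inhibition above the plate cutoff, the mean of all test compounds on that plate plus 3 SD, cut at about 35% in these data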;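 also: 0% = DMSO alone and 100% = 100 µM mitoxantrone as full dye displacement; higher means more dye released from RNA so lower well fluorescence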
ARFGAP1 inh = inhibits rat ARF GTPase activating protein 1. inhibition, % at 16.5 µM. hit rate 0.26% among 360,000. Q62848. Arfgap1-stimulated ARF1 GTP hydrolysis, GDP FP detection;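 active = inhibition above a per-plate limit, mean inhibition of low control wells plus 3 SD, cut at about 25% in these data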;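 also: 0% = DMSO wells with enzyme and 100% = wells lacking Arfgap1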
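Material: truncated rat Arfgap1 GAP domain; Incubation: compound-enzyme preincubation 20 min, reaction 120 min, detection 60 min, 25 °C; Read-out: percent inhibition of Arfgap1-stimulated GTP hydrolysis; Technique: FP, GDP Alexa 633 tracer displaced from anti-GDP antibody, 620/688 nm; Controls: No-Arfgap1 wells (100%) versus DMSO full-reaction wells (0%); Replication: single well per compound.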
ASAP1 GAP inh = inhibitors of human ASAP1 ArfGAP activity; Q9ULH1; ASAP1-stimulated ARF1 GTP hydrolysis, GDP FP detection; inhibition, % at 16.5 µM; hit rate 0.19% among 360,000; AID 624377; in the data active = inhibition above about 25%;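 also: 0% = vehicle with enzyme and substrate and 100% = no enzyme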
NPR2 activator = GC-B (human) receptor activation; P20594; HEK293-GC-B cells, CNP EC30, cGMP TR-FRET; 0% at EC30 CNP, 100% saturating CNP; activation, % at 10 µM; hit rate 0.11% among 370,000; AID 1920062;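 active = activation at 10 µM reaching about 35% in either raw or pattern-adjusted values, limit read from the data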
mABHD4 FP = ABHD4 (mouse) inhibition, primary FP screen; Q8VD66; purified mABHD4, FP-Rh probe fluorescence polarization; inhibition, % at 8.92 µM; hit rate 0.54% among 370,000; AID 720543;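 active = inhibition exceeding the mean over every tested compound plus 3 SD, cut at about 30% in these data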;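 also: 0% = plate median of compound wells and 100% = S159A mutant with DMSO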
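Doses – 8.92 µM, single dose · Material – wild-type mouse ABHD4 protein · Replication – single well per compound (singlicate) · Measure – percent inhibition of probe binding, normalized to plate controls · Schedule – 45 min compound pre-incubation plus 60 min probe step, 25 °C · Detection – fluorescence polarization with parallel and perpendicular emission, 525/598 nm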
* marks the source's active call; other numbers are inactive results. Not a hit list, and some 4.4% of all compounds hit somewhere here.

`OCCN1CCN(c2ncnc3sc(-c4ccccc4)cc23)CC1` gave NPR1 activator -2, SMARCA2 act 3, PG9 Ab binder -1.8, NR1D1 modulator -3, HTRA1 inhibitor -7, rCAG binder -4, ARFGAP1 inh 2, ASAP1 GAP inh 6, NPR2 activator -2 and mABHD4 FP -2.
Screening COc1ccccc1CN1C(=O)[C@@H]2C(CCC(N)=O)NC3(C(=O)Nc4c3ccc(Cl)c4C)[C@@H]2C1=O (some centres not stated) returned NPR1 activator 0, SMARCA2 act 0, PG9 Ab binder -0.1, NR1D1 modulator 9, HTRA1 inhibitor -2, rCAG binder -3, ARFGAP1 inh 0, ASAP1 GAP inh 9, NPR2 activator -1 and mABHD4 FP -5.
COc1cc(NC(=O)C/C(C)=N/NC(=O)c2cccc(O)c2)c(OC)cc1Cl was read as NPR1 activator -6, SMARCA2 act 3, PG9 Ab binder -0.2, NR1D1 modulator 2, HTRA1 inhibitor 4, rCAG binder 6, ARFGAP1 inh -5, ASAP1 GAP inh -13, NPR2 activator -3 and mABHD4 FP -10.
Screening CCOC(=O)N1CCN(C(=O)CS(=O)Cc2nc(-c3cccc(C)c3)oc2C)CC1 (configuration not stated) returned NPR1 activator 3, SMARCA2 act 0, PG9 Ab binder 0.9, NR1D1 modulator 1, HTRA1 inhibitor -4, rCAG binder 2, ARFGAP1 inh -17, ASAP1 GAP inh -12, NPR2 activator -6 and mABHD4 FP -11.
COCCNC(=O)C[C@@H]1C[C@H]2c3cc(NC(=O)Nc4ccc(F)cc4)ccc3O[C@H]2[C@H](CO)O1 was read as NPR1 activator -1, SMARCA2 act -4, PG9 Ab binder -1.2, NR1D1 modulator 8, HTRA1 inhibitor 0, rCAG binder 4, ARFGAP1 inh -6, ASAP1 GAP inh 8, NPR2 activator -3 and mABHD4 FP -5.
Screening c1cc(CNC2=NCCCCC2)ccn1 returned NPR1 activator -3, SMARCA2 act 4, PG9 Ab binder 0.0, NR1D1 modulator 1, HTRA1 inhibitor 8, rCAG binder -1, ARFGAP1 inh 5, ASAP1 GAP inh -1, NPR2 activator 8 and mABHD4 FP -5.
`COC(=O)c1ccc(N2NC(=O)/C(=C/c3cc(OC)c(OC)c(OC)c3)C2=O)cc1` gave NPR1 activator 27, SMARCA2 act 1, PG9 Ab binder -3.4, NR1D1 modulator -3, HTRA1 inhibitor 4, rCAG binder 65*, ARFGAP1 inh 3, ASAP1 GAP inh 6, NPR2 activator 6 and mABHD4 FP 15.
Screening CS(=O)(=O)c1ccc(NC(=O)C2CC(=O)N(c3ccc4c(c3)OCCO4)C2)cc1 (configuration not stated) returned NPR1 activator 0, SMARCA2 act -2, PG9 Ab binder -0.9, NR1D1 modulator 3, HTRA1 inhibitor 0, rCAG binder 5, ARFGAP1 inh 3, ASAP1 GAP inh -2, NPR2 activator -4 and mABHD4 FP 4.
For Cc1ccc(/C(N)=N/OC(=O)c2cccs2)cc1 the results were NPR1 activator 2, SMARCA2 act -1, PG9 Ab binder -2.5, NR1D1 modulator -2, HTRA1 inhibitor -13, rCAG binder 2, ARFGAP1 inh -4, ASAP1 GAP inh -2, NPR2 activator 0 and mABHD4 FP -4.
Screening O=S1(=O)[C@H]2C[C@@H]3C=C[C@@]2(CN1Cc1cccc(Cl)c1)O3 returned NPR1 activator 1, SMARCA2 act 1, PG9 Ab binder 0.1, NR1D1 modulator 4, HTRA1 inhibitor -6, rCAG binder 9, ARFGAP1 inh 6, ASAP1 GAP inh 4, NPR2 activator 6 and mABHD4 FP -18.
`N#Cc1ccc(CSc2nnc(NC(=O)CN3C(=O)C4CC=CCC4C3=O)s2)cc1` (configuration not stated) gave NPR1 activator -3, SMARCA2 act -1, PG9 Ab binder -3.0, NR1D1 modulator 2, HTRA1 inhibitor -1, rCAG binder 14, ARFGAP1 inh -1, ASAP1 GAP inh -14, NPR2 activator 4 and mABHD4 FP 7.
COc1cc(C(=O)Nc2ccc3c(c2)ncn3C)cc(OC)c1OC was read as NPR1 activator 1, SMARCA2 act -1, PG9 Ab binder -1.4, NR1D1 modulator -4, HTRA1 inhibitor 2, rCAG binder -1, ARFGAP1 inh -10, ASAP1 GAP inh 13, NPR2 activator 1 and mABHD4 FP 4.
CC(Oc1ccc(S(=O)(=O)N2CCCC2)cc1[N+](=O)[O-])C(=O)NC(C)c1ccccc1 (configuration not stated) was read as NPR1 activator 2, SMARCA2 act 2, PG9 Ab binder -2.0, NR1D1 modulator 1, HTRA1 inhibitor -2, rCAG binder -3, ARFGAP1 inh -1, ASAP1 GAP inh 0, NPR2 activator 3 and mABHD4 FP -4.
`Cc1cc(=O)c(C(=O)Nc2cccc(C(=O)NC3CC3)c2)nn1-c1ccccc1Cl` gave NPR1 activator 4, SMARCA2 act -2, PG9 Ab binder 1.2, NR1D1 modulator 2, HTRA1 inhibitor -16, rCAG binder 0, ARFGAP1 inh 5, ASAP1 GAP inh 2, NPR2 activator 2 and mABHD4 FP -3.
For CSc1ccc(/C=N/N2CCN(Cc3ccc(Cl)cc3)CC2)cc1 the results were NPR1 activator 1, SMARCA2 act -2, PG9 Ab binder -0.7, NR1D1 modulator -1, HTRA1 inhibitor 0, rCAG binder -2, ARFGAP1 inh -8, ASAP1 GAP inh 6, NPR2 activator -3 and mABHD4 FP -3.
For N#C/C(=C\c1cccc(Cl)c1)C(=O)c1ccccc1 the results were NPR1 activator 10, SMARCA2 act -1, PG9 Ab binder -0.8, NR1D1 modulator -3, HTRA1 inhibitor 2, rCAG binder 2, ARFGAP1 inh 6, ASAP1 GAP inh -1, NPR2 activator 7 and mABHD4 FP -41.
CC(C)(C)[C@H]1C=C(C(=O)NCc2ccccc2)O[C@@H](OCCCCO)C1 was read as NPR1 activator 2, SMARCA2 act 0, PG9 Ab binder 0.5, NR1D1 modulator -5, HTRA1 inhibitor 1, rCAG binder -9, ARFGAP1 inh -14, ASAP1 GAP inh 4, NPR2 activator 0 and mABHD4 FP 3.
Cc1cccc(C)c1NC(=O)NCCSc1snnc1C was read as NPR1 activator 9, SMARCA2 act -6, PG9 Ab binder -2.1, NR1D1 modulator 0, HTRA1 inhibitor 3, rCAG binder -2, ARFGAP1 inh 4, ASAP1 GAP inh 10, NPR2 activator 4 and mABHD4 FP 1.
For COCCCN1C(=O)[C@H](CC(=O)NCCCN2CCCC2=O)[C@]2(C(=O)OC)CCCCC=C12 the results were NPR1 activator -1, SMARCA2 act 3, NR1D1 modulator 4, rCAG binder 1, NPR2 activator 0 and mABHD4 FP -2.
CC1=CC(C)(C)N(C(=O)CSc2ncn[nH]2)c2ccccc21 was read as NPR1 activator 1, SMARCA2 act -4, PG9 Ab binder 1.2, NR1D1 modulator 3, HTRA1 inhibitor 1, rCAG binder -4, ARFGAP1 inh -4, ASAP1 GAP inh 3, NPR2 activator 1 and mABHD4 FP -5.
COc1ccc(-c2csc(NC(=O)c3cc(C)on3)c2C#N)cc1OC was read as NPR1 activator -5, SMARCA2 act 4, PG9 Ab binder 1.6, NR1D1 modulator 5, HTRA1 inhibitor 10, rCAG binder 14, ARFGAP1 inh 7, ASAP1 GAP inh 1, NPR2 activator -3 and mABHD4 FP -12.
For Clc1ccc(OCc2nnc(SCCN3CCCCC3)n2Cc2ccco2)cc1 the results were NPR1 activator -4, SMARCA2 act -2, PG9 Ab binder -2.2, NR1D1 modulator -5, HTRA1 inhibitor -4, rCAG binder -5, ARFGAP1 inh 3, ASAP1 GAP inh 6, NPR2 activator -8 and mABHD4 FP 0.
N#Cc1cc2c(nc1SCC(=O)O)CCCCC2 was read as NPR1 activator 0, SMARCA2 act -1, PG9 Ab binder -0.6, NR1D1 modulator -3, HTRA1 inhibitor 10, rCAG binder 1, ARFGAP1 inh -3, ASAP1 GAP inh 13, NPR2 activator 0 and mABHD4 FP 0.
CCOC(=O)[C@H]1[C@H]2COc3ccc(C)cc3[C@@H]2N2C(=O)c3cc(OC)c(OC)cc3NC(=O)[C@@]12C was read as NPR1 activator 0, SMARCA2 act -1, PG9 Ab binder 2.6, NR1D1 modulator 0, HTRA1 inhibitor -13, rCAG binder 2, ARFGAP1 inh 7, ASAP1 GAP inh 12, NPR2 activator 1 and mABHD4 FP 2.
Screening CN1C(=O)C(CCC(N)=O)NC1=S (configuration not stated) returned NPR1 activator -7, SMARCA2 act -3, PG9 Ab binder -1.2, NR1D1 modulator -1, HTRA1 inhibitor 3, rCAG binder -3, ARFGAP1 inh 5, ASAP1 GAP inh 7, NPR2 activator -1 and mABHD4 FP -1.

Source: PubChem (several laboratories)
